esBAF inh: Bmi1 luciferase reporter increase in mESCs, primary screen, esBAF inhibitor project, mouse ES cells, Bmi1 luciferase knock-in, single point; reporter increase, % at 12.5 µM; hit rate 2% among 350,000; AID 602393, 2012; 24 h; 100% = twice the neutral-well signal; in the data active = activation above about 40%;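 also: 0% = median of the plate's neutral control wells and 100% = double that signal; a rise in the Bmi1 reporter signal indicates esBAF inhibition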
F508del corr: F508del CFTR correction, initial screen, CFBE line, single point; AID 720511, 2013; CFBE cells, YFP halide quenching; stimulated with forskolin plus potentiator P3; % fluorescence drop versus neutral controls; hit rate 0.36% among 350,000; activity (quench increase), % at 7.58 µM;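 active = mean added fluorescence quench of at least 8% versus neutral control, with both replicates also reaching 8%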;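 also: cells transiently co-express mutant CFTR-F508del with the halide-sensitive YFP; corrector assay measuring rescue of mutant channel to the surface after 24 h compound exposure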
ARNT-TACC3 inh: disruptors of ARNT/TACC3 protein interaction, primary screen, biochemical, AlphaScreen, single concentration | Transforming acidic coiled-coil-containing protein 3 (Homo sapiens), Q9Y6A5 | AlphaScreen His-ARNT PAS-B/GST-TACC3 binding, luminescence; TACC3 fragment carries E629A point mutation | inhibition, % at 9.99 µM | hit rate 0.66% among 390,000 | AID 623870, 2012;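 active = mean inhibition of replicates at least 50% and at least half of replicates each reaching 50%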;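 also: 0% = complete ARNT plus TACC3 wells and 100% = ARNT alone without TACC3; many hits fall short of the cut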
Xi reactivation: activators of inactive X chromosome reactivation, primary screen, imaging, XiGFP fibroblasts, GFP high-content imaging, set 2 | hit rate 0.055% among 360,000 | XiGFP mouse fibroblasts, % GFP-positive cells imaging, 3 d; cells co-treated with 5-aza-dC sensitizer; scaled so ellipticine positive control = 100% | AID 743238, 2013 | activation, % at 7.58 µM;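 active = mean normalized replicate activation at least 10% and every replicate at or above 10%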;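 also: 0% = median of on-plate neutral control wells and 100% = ellipticine 6 µM median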
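Material: XiGFP fibroblasts, SV40-immortalized; Buffer or medium: DMEM containing 5-aza-dC; Compound dosing: single point; Times: 3 days compound exposure.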
ERAP1 HTS inh: human ERAP1 aminopeptidase inhibitors, primary screen, biochemical, single point, plate reader; AID 652197, 2013; inhibition, % at 10.7 µM; hit rate 0.15% among 340,000; recombinant ERAP1, Leu-AMC fluorescence, 60 min;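 active = mean replicate inhibition of at least 30%, or all replicates individually reaching that 30% level; inactive = mean below 30% and not every replicate reaching it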;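 also: 0% = neutral control wells and 100% = L-leucinethiol positive control wells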
RAD52 anneal inh: RAD52 DNA annealing inhibitors, primary screen, biochemical, FRET, single point, set 2; inhibition, % at 18.7 µM; AID 651710, 2012; hit rate 0.46% among 360,000; recombinant RAD52 DNA annealing, FRET fluorescence; DNA repair protein RAD52 homolog (Homo sapiens), P43351;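 active = every replicate showing at least 50% inhibition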
Target sequence (P43351 whole entry, looked up): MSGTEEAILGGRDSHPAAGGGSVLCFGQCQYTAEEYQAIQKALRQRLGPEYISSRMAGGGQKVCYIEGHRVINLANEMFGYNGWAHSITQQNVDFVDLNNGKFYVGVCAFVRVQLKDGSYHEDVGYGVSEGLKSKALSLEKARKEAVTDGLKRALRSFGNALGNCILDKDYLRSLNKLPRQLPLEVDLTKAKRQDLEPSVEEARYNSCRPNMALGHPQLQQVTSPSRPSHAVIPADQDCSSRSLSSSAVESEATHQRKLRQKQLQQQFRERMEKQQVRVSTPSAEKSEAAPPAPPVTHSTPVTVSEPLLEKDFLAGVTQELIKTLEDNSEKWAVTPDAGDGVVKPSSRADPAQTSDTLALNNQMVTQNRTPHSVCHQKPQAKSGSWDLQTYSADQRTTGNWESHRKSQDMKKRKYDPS
GSIS activator: GLuc luminescence reporter in INS-1E cells, primary screen for activators of glucose-dependent secretion of insulin; INS-1E GLuc reporter insulin secretion, 2-3 h; activation, % at 16.6 µM; hit rate 0.61% among 370,000; AID 743287, 2014;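 active = lowest replicate activation of at least 40%, so every replicate reaches that level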;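 also: 0% = median of neutral control wells and 100% = median of IBMX positive control wells; some compounds called inactive have numbers as strong as hits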
RAD54 branch: inhibitors of human RAD54 branch migration, primary screen, biochemical, fluorescence, single point; RAD54 Holliday junction branch migration, FAM/BHQ fluorescence; inhibition, % at 10.4 µM; hit rate 0.14% among 360,000; AID 602329, 2012;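 active = mean normalized replicate activity at least 40 and at least half of replicates scoring 40 or more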;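 also: 0% = median of neutral control wells and 100% = median of positive control wells; inhibitors cause a drop in the FAM fluorescence signal; in these data hits start at about 50%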
An asterisk follows results filed as active; & = joins results of further samples.

SMILES | esBAF inh | F508del corr | ARNT-TACC3 inh | Xi reactivation | ERAP1 HTS inh | RAD52 anneal inh | GSIS activator | RAD54 branch
CC[C@@H]1C(=O)OC[C@@H]1Cc1cncn1C | 1&2 | -1.1&2.4 | 0&-1 | 0.2&0.1 | -1&-3 | 5&-14 | 14&6 | 4&7

These rows are one share of the data; rates above refer to the full screens.
